FUS suppressor = suppressors of FUS proteinopathy in yeast | S. cerevisiae FUS-expressing, growth rescue, OD600, 24 h | Potency, µM (top dose mostly 76.6 µM), inactives show top-dose growth rescue (activation), hits mostly activators | AID 1347120 | 0.24% of 390,000 active;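 also: potency is read from the fitted curve at half-maximal effect; plate controls were DMSO vehicle for no effect and reference control for full effect; nearly all actives have a fitted effect of over 55% in size; some results filed as inactive show a strong effect at the top dose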
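FUS-expressing yeast, raffinose-pregrown, induced in 2% galactose minimal medium at OD 0.005; compounds in a dilution series, 24hr at 30C. Growth restoration read as absorbance at 600 nm. CP55940 positive control, DMSO negative.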
Abeta yeast res = restores growth of yeast expressing A-beta42 peptide; yeast expressing A-beta42, growth rescue, OD600, 48 h; response scale: 0% DMSO, 100% iron-clioquinol control; Potency, µM (doses to about 46.1 µM), without a hit: top-dose growth rescue, most hits filed as activators; 0.063% of 410,000 active; also: potency is read from the fitted curve at half-maximal effect; nearly all actives have a fitted effect of over 55% in size
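Yeast A-beta toxicity model in growth medium with pinned compounds, 48 h at 30 C; growth read as absorbance at 600 nm. Normalized to FeCl3/clioquinol equimolar mix (positive) and DMSO (negative).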
WRN inhibitor = blocks human WRN helicase; Q14191; WRN helicase unwinding, fluorescent forked duplex, kinetic; Potency, µM (doses to about 114 µM), for the others: top-dose activity change, negative = inhibition, most hits filed as inhibitors; 0.46% of 360,000 active; AID 651768; also: potency is read from the fitted curve at half-maximal effect; % is scaled to controls: 0 for no effect and ±100 for the full control effect; nearly all actives have a fitted effect of over 55% in size
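Screening of the MLSMR collection measured strand separation of a quenched forked DNA duplex (100 nM) by 20 nM WRN with 2 mM ATP, all final. Compounds were preincubated with enzyme 15 min at room temperature.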
IL2 activator = IL-2 activation; IL-2 activation reporter assay, cell-based qHTS; stimulated with anti-CD3/CD4/CD28 beads; in transgenic mouse T cells; activation, % (series mostly up to about 46 µM); 0.065% of 360,000 active; AID 652025; in the data active = activation above about 50%; inconclusive = mostly about 30% to 49%; also: 0% is about no effect
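Quantitative HTS in unstimulated transgenic mouse T cells, with memory T cells as non-tolerant control and PMA/ionomycin as tolerance-bypass control. Compound pretreatment lasted 60 minutes before 18 h bead stimulation; EGFP/DsRed fluorescence read.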
EPAC1 antag = EPAC1 (human) antagonism; O95398; EPAC1 GEF assay, Rap1b-BODIPY-GDP exchange fluorescence; Potency, µM (doses to about 115 µM), without a hit: top-dose activity change, negative = inhibition, hits mostly inhibitors; 0.14% of 360,000 active;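 also: potency is read from the fitted curve at half-maximal effect; plate controls were vehicle for no effect and positive control for full effect; nearly all actives have a fitted effect of over 50% in size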
aSyn yeast inh = alpha-synuclein toxicity inhibition in yeast | 0.14% of 370,000 active | Potency, µM (top dose mostly 46.1 µM), inactives show at the top dose growth rescue (activation), most hits filed as activators | AID 652106 | Yeast expressing alpha-synuclein, growth rescue, BacTiter-Glo, 24 h; also: potency is read from the fitted curve at half-maximal effect; % of control where 0% means no effect; nearly all actives have a fitted effect of over 65% in size
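Readout is rescue of growth in alpha-synuclein-expressing yeast, so inhibitors of toxicity appear as activators. Growth after 24 hr at 30 deg C in galactose medium is quantified by luminescence.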
PLK1 PBD block = inhibitors of human PLK1 polo-box domain binding; Potency, µM, without a hit: max response, negative = inhibition, actives largely listed as inhibitors; Plk1 PBD binding of FITC phosphopeptide, fluorescence polarization; AID 720504; 2.8% of 360,000 active; also: potency is read from the fitted curve at half-maximal effect; series mostly up to about 57 µM; % is scaled to controls: 0 for no effect and ±100 for the full control effect; nearly all actives have a fitted effect of over 65% in size
Target sequence (P53350 whole entry, looked up, the tested form may be a part): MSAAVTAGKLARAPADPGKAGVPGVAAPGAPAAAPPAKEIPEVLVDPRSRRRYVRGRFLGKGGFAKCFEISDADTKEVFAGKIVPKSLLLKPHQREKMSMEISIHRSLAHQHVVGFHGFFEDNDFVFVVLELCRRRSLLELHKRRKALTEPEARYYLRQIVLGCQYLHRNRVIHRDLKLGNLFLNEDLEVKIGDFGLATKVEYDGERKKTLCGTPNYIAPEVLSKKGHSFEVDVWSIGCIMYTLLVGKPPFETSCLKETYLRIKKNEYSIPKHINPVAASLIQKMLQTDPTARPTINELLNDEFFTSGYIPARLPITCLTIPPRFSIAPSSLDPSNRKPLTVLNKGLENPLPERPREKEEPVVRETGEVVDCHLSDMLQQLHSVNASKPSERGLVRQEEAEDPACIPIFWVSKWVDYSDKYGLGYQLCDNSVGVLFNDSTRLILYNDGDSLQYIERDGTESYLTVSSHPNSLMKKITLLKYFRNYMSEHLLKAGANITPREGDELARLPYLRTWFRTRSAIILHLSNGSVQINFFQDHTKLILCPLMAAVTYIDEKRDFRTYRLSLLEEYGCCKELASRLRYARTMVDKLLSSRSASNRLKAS
EPAC1 agonist = agonists of human EPAC1 | O95398 | EPAC1 agonist qHTS, biochemical assay; response scale: 100% = response to 6.5 mM cAMP | Potency, µM (series often up to 154 µM), without a hit: at the highest dose activation, most hits filed as activators | 0.073% of 360,000 active; also: potency is read from the fitted curve at half-maximal effect; nearly all actives have a fitted effect of over 60% in size
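Compounds were pinned as a concentration titration into mixtures of EPAC1 (100 nM), BODIPY-GDP-loaded Rap1B (250 nM) and GDP (50 uM). After 5 min at room temperature, fluorescence was followed for 30 min; activity was scaled to 6.5 mM cAMP.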
PI5P4Ka inh = inhibitors of human PI5P4K alpha; PI5P4Kalpha enzyme, ADP-Glo luminescence, 60 min; stronger effect = lower value; max response, %; 1.2% of 330,000 active; active = max response of -50% or lower; inconclusive = between -30% and -50%; inactive = -30% or higher; also: value at the top dose of about 77 µM; % is scaled to controls: 0 for no effect and ±100 for the full control effect
Target sequence (P48426 whole entry, looked up): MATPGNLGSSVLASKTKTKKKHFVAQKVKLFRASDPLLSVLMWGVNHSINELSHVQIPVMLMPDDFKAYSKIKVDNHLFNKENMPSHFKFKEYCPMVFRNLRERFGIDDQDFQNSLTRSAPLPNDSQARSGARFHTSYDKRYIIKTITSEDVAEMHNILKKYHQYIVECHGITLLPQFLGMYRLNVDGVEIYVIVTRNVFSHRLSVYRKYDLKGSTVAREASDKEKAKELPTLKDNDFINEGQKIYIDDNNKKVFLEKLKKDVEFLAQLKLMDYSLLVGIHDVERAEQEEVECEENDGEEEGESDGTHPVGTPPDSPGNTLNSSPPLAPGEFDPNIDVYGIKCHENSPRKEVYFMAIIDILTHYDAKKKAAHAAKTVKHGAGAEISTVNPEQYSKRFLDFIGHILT
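qHTS, 1536-well: enzyme/substrate mix, compound by pin tool, 5 microM ATP final; RT 60 min; ADP-Glo reagents 1 (45 min) then 2 (30 min); luminescence.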
Starred values were filed as active, the others as inactive; ? = inconclusive; nt = not tested or not shown; & = joins results of further samples; [ ] = remark or other dose. Unless noted, calls follow the shape of the dose curve; as a rule, active = well fitted curve in the direction sought with a large enough effect; inconclusive = small, poorly fitted or top-dose-only effect, or another doubt; inactive = no such curve, though single readings can be large; an effect the other way counts as inactive or inconclusive.

canonical_smiles,FUS suppressor,Abeta yeast res,WRN inhibitor,IL2 activator,EPAC1 antag,aSyn yeast inh,PLK1 PBD block,EPAC1 agonist,PI5P4Ka inh
O=[N+]([O-])c1ccc(N2CCN(c3ccc(O)cc3)CC2)c(Cl)c1,69%,-20%,-9%,-0.7,-17%,7%,-6%,-1%,6
C=CCn1c(Cc2c[nH]c3ccccc23)n[nH]c1=S,1%,14%,-1%,1.2,-3%,0%,-12%,-4%,nt
Cc1c(NS(=O)(=O)c2cc(C(=O)NCC3CCCO3)cc(Cl)c2Cl)c(=O)n(-c2ccccc2)n1C (stereo not drawn),19%,-1%,-3%,-4.3,6%,-6%,-12%,0%,4
Cc1cc(C)n2nc[n+](C)c2n1,-16%,6%,-6%,-0.6,8%,-5%,-3%,2%,-12
CCOc1cc(/C=C/C(=O)OCC(=O)NCC2CCCO2)cc(Cl)c1OC (stereo not drawn),58%,-7%,7%,-0.6,?,1%,-10%,-5%,3
CC1CC2(CCCC2)N(C(=O)N(C)C)c2ccc(F)cc21 (stereo not drawn),-19%,-8%,-4%,-0.5,5%,-1%,-4%,3%,7
Cc1oc(-c2ccccc2Cl)nc1CS(=O)CC(=O)NCc1ccco1 (stereo not drawn),4%,nt,4%,0.5,-12%,-1%,-15%,14%,3
Cc1c(NS(=O)(=O)c2ccc(N3CCCCC3)c([N+](=O)[O-])c2)c(=O)n(-c2ccccc2)n1C,nt,4%,-2%,-0.8,9%,6%,-6%,-21%,-3
COc1ccccc1C(=O)Nc1cc2ccccc2oc1=O,-22%,?,-2%[57.1 µM],0.0,10%,0%,-4%,5%,2
Nc1nnc(SCc2ccc3c(c2)OCO3)s1,16%,0%,-1%,0.3,0%,5%,-15%,6%,6
COc1ccc(C(=O)C(c2ccccc2)N2CCOCC2)cc1 (stereo not drawn),1%,-13%,-2%,1.6,8%,-1%,1%,-1%,10
CCOC(=O)N1CCC(NC(=O)CN2C(=O)COc3ccc(C(C)(C)C)cc32)CC1,nt,-5%,4%,0.0,-3%,2%,-10%,1%,0
O=C(O)C(=Cc1ccc([N+](=O)[O-])cc1)CCc1ccccc1,3%,-2%,0%,-1.1,3%,6%,-7%,-3%,-4
O=C1c2oc3ccccc3c(=O)c2C(c2cccs2)N1CCCN1CCOCC1 (stereo not drawn),27%,2%,-23%,1.1,5%,1%,-29%,-3%,-12
O=C(COC(=O)CCC(=O)c1ccc(F)cc1)Nc1ccc2[nH]c(=O)[nH]c2c1,nt,6%,-13%,0.3,2%,4%,-2%,-2%,-12
CCCC1CC(C(=O)NC(C(C)Cl)C2OC(SC)C(O)C(O)C2O)N(C)C1 (stereo not drawn),7%,1%,1%,-0.4,-8%,3%,-5%,-12%,8
COc1ccc(CNC(=O)C(c2ccc(C)o2)N(Cc2cccs2)C(=O)Cc2cccs2)cc1 (stereo not drawn),32%,6%,-4%,-4.1,-7%,29%,-10%,13%,-8
COc1ccc(Cl)cc1-c1n[nH]c(=S)o1,17%,3%,-10%,-1.0,-8%,0%,-20%,-4%,-75*
CN(C)c1ccc(N=C/C=C2\N(C)c3ccccc3C2(C)C)cc1,30%,1%,-7%,-2.1,0%,-11%,-4%,-4%,-10
CCCOC(=O)NC(CC)COC(=O)Nc1cc(C)ccc1C (stereo not drawn),4%,3%,5%,0.1,1%,-4%,-8%,1%,1
O=C(CCN1C(=O)/C(=C/c2ccco2)SC1=S)Nc1ccc(C(=O)O)c(O)c1,6%,19%,45µM*,0.3,-22%,7%,12µM*,0%,-63*
CN(C(=O)CN1C(=O)/C(=C/c2ccccc2Cl)SC1=S)C1CCS(=O)(=O)C1 (stereo not drawn),4%,-11%,-7%[57.1 µM],-2.7,10%,-3%,-26%,-2%,16
CC(=O)n1cc([C@@H]2C=C(C(=O)N3CCN(Cc4ccc5c(c4)OCO5)CC3)O[C@H](OCCCCO)C2)c2ccccc21,8%,-12%,-1%,1.1,-15%,0%,-12%,11%,2
COc1ccc(C(=O)O/N=C(\N)Cc2ccc(Cl)cc2Cl)cc1OC,nt,-94%[inhibitor],1%,2.7,-1%,-68%[inhibitor],-6%,2%,-2
Cc1cccc(NC(=O)c2cnc3n(c2=O)CCS3)c1,2%,13%,3%,-1.4,13%,1%,-4%,-5%,nt
CC1=C(C(=O)Nc2ccc(C(=O)N3CCN(c4ccccc4F)CC3)cc2)SCCO1,21%,-4%,2%,-0.2,1%,12%,-20%,10%,-3
Cc1ccc2c(c1)N(C(=O)CCC(=O)NC1CCC(C)CC1)CCO2 (stereo not drawn),-13%,-10%,8%,-2.8,-23%,1%,0%,2%,-1
c1ccc(COc2ccc(OCCCN3CCCC3)cc2)cc1,nt,-4%,-12%,-2.5,11%,0%,-6%,-2%,8
COc1ccccc1NC(=O)CN1C(=O)CCS(=O)(=O)c2ccccc21,-2%,13%,4%,0.0,4%,0%,-1%,1%,2
O=C1CCC(C(=O)N2CCOCC2)CN1Cc1cccc(C(F)(F)F)c1 (stereo not drawn),-2%,3%,-8%,-2.6,0%,0%,-15%,11%,7
Cc1nc(C(C)N(C)Cc2c(C(=O)N3CCCCC3)nc3c(C)cccn23)c(C)s1 (stereo not drawn),4%,-9%,-10%,-3.4,3%,0%,-16%,-2%,-3
CCOc1ccc(N2CC(C(=O)NCc3ccccc3)CC2=O)cc1 (stereo not drawn),15%,-2%,1%,-1.7,-3%,-1%,-16%,-5%,5
CN(C)c1ccc(/C=N/n2ncc3ccccc32)cc1,-1%,-57%[inhibitor],-10%,3.9,2%,-8%,8%,18%,nt
O=C(COC(=O)c1ccco1)Nc1cccc(Br)c1,22%,10%,-7%,-0.3,7%,-6%,-4%,-14%,2
O=C(NCC(=O)N(c1ccccc1)C(C(=O)NC1CCCC1)c1ccncc1)c1ccco1 (stereo not drawn),-4%,3%,-9%,-0.5,-1%,2%,-5%,1%,4
O=C(N/N=C/c1c(Cl)cccc1Cl)c1ccccc1F,0%,7%,-1%[57.1 µM],0.3,20%,0%,-6%,1%,0
CCOC(=O)c1c(C)[nH]c(C)c1S(=O)(=O)N(C)CC(=O)NCc1cccc(Br)c1,9%&-3%,1%&-16%,1%[57.1 µM],1.6,1%,-3%,-11%,2%,12
Cc1ccc(OCCn2cc(/C=C(\C#N)C(=O)NCC3CCCO3)c3ccccc32)cc1C (stereo not drawn),nt,23%,-11%,-0.4,-1%,8%,-1%,11%,8
COc1ccc(Nc2cc(C(=O)NCc3ccco3)c3ccccc3n2)c(OC)c1,?,-2%,109%[activator],-4.3,-18%,-6%,-10%,9%,2
Cn1cc(/C=C/c2nc3ccccc3c(=O)n2-c2cccc([N+](=O)[O-])c2)c2ccccc21,nt,-17%,-24%,-0.2,4%,-7%,-17%,-9%,-11
COc1ccccc1C(=O)NCC(=O)OCC(=O)Nc1cccc(S(=O)(=O)N(C)C)c1,14%,4%,-1%,0.1,-10%,0%,-2%,-1%,5
Cc1c(NS(=O)(=O)c2cccc(C(=O)O)c2)c(=O)n(-c2ccccc2)n1C,4%&11%,-2%&-15%,8%,-0.6,1%,4%,6%,0%,0
CCCCNC(=O)/C(=C\c1ccc([N+](=O)[O-])o1)NC(=O)c1ccccc1,-8%,-12%,-5%[57.1 µM],1.6,-4%,4%,21µM*,4%,-13
N#C/C(=C\c1ccccc1Br)C(=O)NC1CC1,36%,3%,10%,-0.8,13%,-44%[inhibitor],-18%,4%,1
O=C(O)COc1ccccc1/C=N/NC(=O)CSc1nc2ccccc2n1Cc1ccccc1Cl,9%,0%,-21%,-1.1,-24%,6%,60µM*,-7%,-9
CC1(C)Cc2noc(N)c2C(C)(C)N1OC(=O)c1cccs1,17%,7%,2%,1.7,-5%,-1%,-11%,1%,0
COc1ccc2[nH]c3nc(SCC(=O)Nc4cccc(NC(C)=O)c4)nnc3c2c1,15%,5%,-11%[11.6 µM],0.8,-3%,1%,-13%,-10%,-1
CCOC(=O)N1CCC(NC(=O)C(NS(=O)(=O)c2cccc3nsnc23)c2ccccc2)CC1 (stereo not drawn),15%,-12%,-5%,0.7,-6%,-1%,-6%,7%,6
Cc1ccc(NC(=O)CN(C)C(=O)COC(=O)CNS(=O)(=O)c2ccc(F)c(F)c2F)cc1,7%,-2%,-4%,-2.6,-3%,1%,-4%,1%,-7
CCN(CC)c1ccc(C(=O)N/N=C/c2ccccc2OC(F)F)cc1,-4%,-12%,-4%,0.3,7%,-2%,-1%,6%,0
Cn1nnnc1SCc1ccc(C(=O)Nc2nccs2)cc1,15%,-3%,-12%,-1.0,4%,2%,-4%,-4%,nt

Look-ups from the entries so far.
Result for CCOC(=O)N1CCC(NC(=O)C(NS(=O)(=O)c2cccc3nsnc23)c2ccccc2)CC1 (stereo not drawn) in FUS suppressor: 15%
Result for Cn1nnnc1SCc1ccc(C(=O)Nc2nccs2)cc1 in Abeta yeast res: -3%

Source: PubChem BioAssay
